proCasp7 act: counter-screen: procaspase-7 (human) activation. P55210. recombinant procaspase-7, Ac-DEVD-pNA absorbance 405 nm; D23A/D198A/D206A triple mutant, cannot self-cleave; scale: DMSO 0, 5 µM enzyme 100. activation, % at 8.5 µM. hit rate 0.093% among 330,000;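 active = percent activation above the screen-wide mean plus 3 SD, cut at about 25% in these data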
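Replicates: singlicate. Assay system: Procaspase-7 triple mutant (PC-7 D3A). Signal: 405 nm absorbance of p-nitroaniline. Times: 1 h preincubation, 2 h reaction. Buffer or medium: Zinc-free HEPES pH 7.4 with 300 mM NaCl, 0.01% Triton X-100. Also added: DEVD-pNA substrate. Benchmarks: DMSO wells as 0%, DMSO with 5 µM added PC-7 as 100%.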
AHR act: activates the human aryl hydrocarbon receptor | P35869 | AHR-responsive luciferase reporter cells, luminescence | activation, % at 5 µM | hit rate 2.5% among 320,000 | AID 2796; in the data active = activation above about 47%;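 also: 0% = vehicle wells and 100% = reference agonist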
Target sequence (P35869 whole entry, looked up): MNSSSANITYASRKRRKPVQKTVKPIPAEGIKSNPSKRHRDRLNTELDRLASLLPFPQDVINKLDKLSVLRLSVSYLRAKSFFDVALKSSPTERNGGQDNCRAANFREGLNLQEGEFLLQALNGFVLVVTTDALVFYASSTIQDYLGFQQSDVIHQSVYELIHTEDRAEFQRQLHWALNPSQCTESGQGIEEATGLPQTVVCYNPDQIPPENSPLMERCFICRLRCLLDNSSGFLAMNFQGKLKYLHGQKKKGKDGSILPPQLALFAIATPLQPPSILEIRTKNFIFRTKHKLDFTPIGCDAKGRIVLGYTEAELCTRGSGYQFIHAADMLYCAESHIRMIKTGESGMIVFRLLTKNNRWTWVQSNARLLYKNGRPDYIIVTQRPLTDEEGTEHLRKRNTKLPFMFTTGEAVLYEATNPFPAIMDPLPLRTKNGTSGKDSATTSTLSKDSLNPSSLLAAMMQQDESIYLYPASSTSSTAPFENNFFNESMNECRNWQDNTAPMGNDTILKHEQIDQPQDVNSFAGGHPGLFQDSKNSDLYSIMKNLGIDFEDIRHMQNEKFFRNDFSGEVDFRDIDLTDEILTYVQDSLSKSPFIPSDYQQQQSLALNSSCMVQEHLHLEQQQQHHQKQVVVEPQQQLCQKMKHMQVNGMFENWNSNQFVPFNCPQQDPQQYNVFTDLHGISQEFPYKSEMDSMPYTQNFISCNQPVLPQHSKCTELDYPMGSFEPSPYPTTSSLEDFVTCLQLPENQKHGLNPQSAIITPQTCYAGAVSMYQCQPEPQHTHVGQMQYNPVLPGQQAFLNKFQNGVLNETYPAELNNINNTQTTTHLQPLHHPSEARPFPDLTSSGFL
PP1 counter: counter-screen for PP5 inhibitors: inhibitors of human PP1-alpha. hit rate 0.9% among 320,000. inhibition, % at 6.7 µM. P62136. purified PP1alpha, OMFP fluorescence;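 active = inhibition above the mean inhibition of all tested compounds plus 3 SD, computed separately for each screening campaign, cut at about 15% in these data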
PP5 primary: blocks human protein phosphatase 5 activity | P53041 | purified PP5c, OMFP substrate fluorescence | inhibition, % at 6.7 µM | hit rate 0.18% among 320,000;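 active = inhibition above the campaign's mean inhibition across all tested compounds plus 3 SD, cut at about 9.5% in these data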;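 also: 0% = DMSO only and 100% = 100 µM cantharidin control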
procasp3 activ: activates human procaspase-3; P42574; recombinant procaspase-3 D3A, Ac-DEVD-pNA absorbance 405 nm; activation, % at 8.5 µM; hit rate 0.11% among 330,000;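 active = activation above the mean of all tested compounds plus 3 SD, cut at about 21% in these data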;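 also: 0% = DMSO alone and 100% = DMSO wells spiked with extra 5 µM PC-3 D3A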
Target sequence (P42574 whole entry D9A/D28A/D175A): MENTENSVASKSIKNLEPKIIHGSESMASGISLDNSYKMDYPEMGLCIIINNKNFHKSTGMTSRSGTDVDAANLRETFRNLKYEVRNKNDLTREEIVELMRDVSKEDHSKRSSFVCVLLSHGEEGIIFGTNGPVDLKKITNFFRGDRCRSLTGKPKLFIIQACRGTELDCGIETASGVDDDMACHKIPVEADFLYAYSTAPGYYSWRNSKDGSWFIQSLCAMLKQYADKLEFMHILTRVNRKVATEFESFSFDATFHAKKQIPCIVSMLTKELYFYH
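Test system: Procaspase-3 D3A mutant, all three cleavage aspartates alanine | Dosing: Single dose, 8.5 µM nominal compound, 0.8% DMSO | Schedule: 1 h preincubation, 2 h reaction | Technique: 405 nm absorbance of p-nitroaniline, reads at 0 and 120 min | Repeats: One well per compound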
core dimer inh: HCV core protein dimerization inhibition | hit rate 0.33% among 300,000 | AID 1899 | TR-FRET GST/Flag-core106 dimerization, 1536-well | inhibition, % at 5 µM;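 active = inhibition above the mean of all tested compounds plus 3 SD, set per screening campaign, cut at about 45% in these data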
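test system = GST/Flag-tagged HCV core106 proteins | probe or stimulus = Eu donor and XL665 acceptor anti-tag antibodies | times = compound-protein-antibody incubation 4 h at 22.5 °C | signal = TR-FRET, excitation 340 nm, emission 617 and 671 nm | measure = percent inhibition of core106 dimerization signal | controls = wells lacking GST-core106 and wells with excess unlabelled core106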
TPT1 inhibitor: C. albicans TPT1 enzyme inhibition; recombinant caTPT1, FP RNA substrate dephosphorylation; AID 1962; hit rate 0.81% among 300,000; inhibition, % at 5 µM;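 active = inhibition above the mean of all tested compounds plus 3 SD, set per screening campaign, cut at about 24% in these data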;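 also: plate controls were DMSO alone for no effect and ferristatin control at 100 nM for full effect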
CTSL1 counter: cathepsin L1 inhibition, PFM18AAP counter-screen; recombinant F. hepatica cathepsin L1, Z-Leu-Arg-MCA fluorescence; inhibition, % at 5.96 µM; hit rate 0.49% among 300,000; AID 1906;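 active = inhibition above the mean of all tested compounds plus 3 SD, set per screening campaign, cut at about 17% in these data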;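 also: 0% = plate median of test compound wells and 100% = 1 µM Z-Phe-Ala-diazomethylketone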
PAFAH2 inh: inhibitors of human PAFAH2. AID 492956. recombinant PAFAH2, FP-rhodamine activity probe, fluorescence polarization. inhibition, % at 3.39 µM. hit rate 0.99% among 340,000. Q99487;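 active = inhibition above the mean over all tested compounds plus 3 SD, cut at about 30% in these data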;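 also: inhibitors block probe labeling of enzyme so polarization drops; 0% = enzyme with DMSO and 100% = wells lacking PAFAH2 protein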
* marks the source's active call; other numbers are inactive results; nt = no result given; & = joins results of further samples.

SMILES	proCasp7 act	AHR act	PP1 counter	PP5 primary	procasp3 activ	core dimer inh	TPT1 inhibitor	CTSL1 counter	PAFAH2 inh
CN(Cc1c(C(=O)N/N=C/c2ccccc2)nnn1-c1nonc1N)c1ccccc1	-7	1	-2	1.6	1	2	8	0	6
COc1cccc(-c2csc(N3CCN(C(=O)Nc4ccc(Cl)cc4)CC3)n2)c1	-4	6	3	5.1	-6	12	-1	3	-20
CCOc1ccc(NC(=O)CN2CCN(CC(=O)Nc3ccc4c(c3)OCO4)CC2)cc1	-1	1	-3	-0.2	-4	-5	2	-2	2
COc1ccc(OCCCC(=O)OC(C)C(=O)Nc2cccc(C(C)=O)c2)cc1 (stereo unspecified)	13	1	-2	5.0	1	3	3	-14	2
O=C(NNC(=O)C1CCN(Cc2ccc(F)cc2Cl)CC1)Nc1ccc([N+](=O)[O-])cc1	13	-1	-3	0.4	-5	-1	1	1	-6
CN(CCO)Cc1csc2ccc(Br)cc12	0	3	-1	-1.4	-7	-2	-2	2	6
CCOc1ccc(CNC(=O)CCS(=O)(=O)Cc2ccccc2C)cc1OC	3	0	-4	2.5	-3	3	-2	0	4
O=C(NC(=S)Nc1cc(Cl)ccc1N1CCOCC1)c1ccc(-c2cccc(Cl)c2)o1	-14	4	-4	1.3	-7	1	0	0	-2
CCCCn1c(N)c(N(CCOC)C(=O)c2ccc(N3C(=O)CCC3=O)cc2)c(=O)[nH]c1=O	7	3	-7	-1.3	-3	1	-2	0	2
O=C(NCc1cc2ccccc2[nH]1)C1CCC(=O)N(CCCN2CCCC2=O)C1 (stereo unspecified)	2	25	-1	-0.5	3	-15	-4	2	6
CC1CN(S(=O)(=O)c2ccc(-c3nc4ccccc4s3)cc2)CC(C)O1 (stereo unspecified)	8	0	-1	0.0	2	-1	-2	4	10
CN(C)c1cccc(C(=O)NNC(=S)NC2CCCC2)c1	-2	7	-5	-1.2	4	1	-1	6	-1
O=C(NCC(=O)N1CCCCCCC1)c1ccccc1Br	4	0	-3	-1.1	11	2	2	1	3
COc1ccc(NC(=O)CN(C)C(=O)c2cccc(S(=O)(=O)N3CCN(C)CC3)c2)cc1	10	0	-1	0.2	0	1	-3	0	-2
Cc1nc2scc(C)n2c(=O)c1S(=O)(=O)Nc1ccc(N2CCOCC2)cc1	1	3	-3	-0.9	4	5	2	-10	5
O=C(Nc1ccc(N2CCOCC2)cc1)c1ccc([N+](=O)[O-])o1	-7	4	-2	1.4	1	-12	0	5	-16
O=C(Nc1ccccc1)c1cnc2ccccc2n1	7	32	0	0.3	6	-3	-3	-1	-5
COc1ccc(C(CNC(=O)c2cccc(S(=O)(=O)N3CCOCC3)c2)N2CCOCC2)cc1 (stereo unspecified)	8	0	nt	nt	4	nt	nt	nt	6
COc1ccc2oc(=O)c(C(=O)N3CCN(C(=O)c4ccco4)CC3)cc2c1	6	3	-5	1.4	-2	-8	2	0	-3
Cn1cnc([N+](=O)[O-])c1Sc1ccccc1	1	0	-2	-0.5	-5	-5	0	-5	-1
O=C(CCNC(=O)N1CC(=O)Nc2ccccc21)NCc1ccc(F)cc1	5	3	1	3.0	7	-8	-6	0	1
CCN(c1ccccc1)S(=O)(=O)c1cc(C(=O)O)ccc1C	-2	0	-5	-1.5	3	0	-1	-1	16
CCc1nc(C)ccc1OC(=O)C12CC3CC(CC(C3)C1)C2	-13	1	0	3.1	1	-6	-1	-2	-10
Cc1nn(C)cc1S(=O)(=O)N1CCCC(C(=O)O)C1 (stereo unspecified)	0	0	2	-0.4	0	-1	3	-3	-2

Reformatted with each value named: entries from further up.
> COc1ccc(C(CNC(=O)c2cccc(S(=O)(=O)N3CCOCC3)c2)N2CCOCC2)cc1 (stereo unspecified)
  proCasp7 act: 8
  AHR act: 0
  PP1 counter: nt
  PP5 primary: nt
  procasp3 activ: 4
  core dimer inh: nt
  TPT1 inhibitor: nt
  CTSL1 counter: nt
  PAFAH2 inh: 6
> COc1ccc2oc(=O)c(C(=O)N3CCN(C(=O)c4ccco4)CC3)cc2c1
  proCasp7 act: 6
  AHR act: 3
  PP1 counter: -5
  PP5 primary: 1.4
  procasp3 activ: -2
  core dimer inh: -8
  TPT1 inhibitor: 2
  CTSL1 counter: 0
  PAFAH2 inh: -3
> Cn1cnc([N+](=O)[O-])c1Sc1ccccc1
  proCasp7 act: 1
  AHR act: 0
  PP1 counter: -2
  PP5 primary: -0.5
  procasp3 activ: -5
  core dimer inh: -5
  TPT1 inhibitor: 0
  CTSL1 counter: -5
  PAFAH2 inh: -1

More structures:
SMILES	proCasp7 act	AHR act	PP1 counter	PP5 primary	procasp3 activ	core dimer inh	TPT1 inhibitor	CTSL1 counter	PAFAH2 inh
CN1C(=O)C(=O)N(c2cccc(C(F)(F)F)c2)C1=O	1	2	-3	0.1	-1	-3	0	-2	3
COc1cc(/C=N/NC(=O)c2cccc([N+](=O)[O-])c2)cc(OC)c1O	-7	9	-6	0.1	-6	-30	0	4	2
COC(=O)c1ccccc1NC1=C/C(=N\S(=O)(=O)c2cccs2)c2ccccc2C1=O	0	88*	1	7.0	-3	24	-1	52*	9&22
O=C(NN=C1CCCCCC1)c1cc(-c2ccccc2)nc2ccccc12	2	31	2	1.0	9	6	-2	-3	-3
COC(=O)COc1cccc(-n2cnnn2)c1	-6	6	5	3.7	5	-4	-5	-1	-1
CCOc1ccccc1NC(=O)c1ccc(Cl)c(NC(=O)CC(c2ccccc2)c2ccccc2)c1	0	80*	4	1.1	-4	7	3	-1	-9
CCc1nnc(SCC(=O)Nc2ccc(N3CCOCC3)cc2)n1C	5	5	-2	-2.4	4	0	1	0	6
CCCCn1c(N)c(N(CC(C)C)C(=O)CN(C)Cc2cccc(OC)c2)c(=O)[nH]c1=O	1	-1	-2	-1.8	2	-2	1	0	1
O=C(CN(c1ccc(Cl)c(Cl)c1)S(=O)(=O)c1ccccc1)N1CCc2ccccc2C1	-1	3	3	5.8	0	13	-3	2	-4
Cc1cc(/C=C2\C(=N)N3N=C(C(C)C)SC3=NC2=O)c(C)n1Cc1ccccc1	-18	3	2	1.5	-28	21	8	-3	2
C=CC[C@@H](CC(=O)N[C@@H](CO)Cc1ccccc1)C(=O)N[C@H](COC(=O)[C@@H](CC=C)CC(=O)OC(C)(C)C)Cc1c[nH]c2ccccc12	2	0	nt	nt	2	nt	nt	nt	2
O=[N+]([O-])/C(C(Cl)=C(Cl)Cl)=C1\Nc2ccccc2O1	-10	45	0	1.4	-2	-5	-3	-2	6
Cc1ccccc1NC(=O)c1cccc(Cn2cc(Br)c([N+](=O)[O-])n2)c1	5	10	1	0.4	-1	4	-8	1	0
CN(C)S(=O)(=O)c1ccc(S(=O)(=O)NCCN2CCOCC2)cc1	7	1	2	2.5	-3	11	1	2	-5
Cc1onc(-c2ccccc2)c1C(=O)OCC(=O)Nc1ccc2c(c1)OCO2	9	10	-6	-0.5	-1	-1	-3	-4	6
CC(=O)NC(Cc1c[nH]c2ccccc12)C(=O)OCC(=O)Nc1ccc2c(c1)OCO2 (stereo unspecified)	-3	0	5	0.4	-4	-1	-6	-6	-9
O=C(CN1CCN(S(=O)(=O)c2ccccc2)CC1)Nc1ccc(Cl)c([N+](=O)[O-])c1	-4	0	-3	1.5	1	-2	-5	2	6
COc1ccc(OC)c(C2CC(=O)c3c([nH]c(C(=O)OCC4CCCO4)c3C)C2)c1 (stereo unspecified)	2	9	-4	1.1	-3	4	-5	1	-5
O=C(Nc1ccccc1F)c1ccco1	4	-1	-2	1.6	-6	2	0	-2	0
CC(=O)Oc1cccc(C(=O)Nc2ccc(NC(=O)c3cccs3)cc2)c1	-6	7	11	-0.8	5	-7	1	-19	2
CCOC(=O)C1(CCOc2ccccc2)CCN(S(=O)(=O)N(C)C)CC1	-10	19	3	4.2	-2	-6	-1	3	-1
COc1ccc(COc2ccc(S(=O)(=O)N3CCCC3)cc2C(N)=O)cc1F	8	3	1	2.3	2	8	-1	-1	-2
Cc1nc(SCC(=O)N2c3ccccc3Sc3ccccc32)n[nH]1	4	-2	-2	1.5	5	-4	-2	2	-5
COCc1nnc(NC(=O)CCC2CCCCC2)s1	2	1	3	2.1	0	-2	-4	1	-14
COc1cccc(NC(=O)CN(C)CC(=O)Nc2ccc(C)c([N+](=O)[O-])c2)c1	-6	1	0	3.4	0	-4	-2	-5	5
COc1ccccc1C(C)NC(=O)c1ccc(C)o1 (stereo unspecified)	-2	2	-2	-3.3	3	0	-2	1	4
CCOc1ccc(C(=O)C2CCN(C(=O)c3ccccc3C(=O)O)CC2)cc1	9	3	-2	-1.1	5	4	-1	-3	2
Cc1ccc(NC2SC(=O)N(CC(=O)O)C2=O)cc1 (stereo unspecified)	13	-5	-1	-0.5	-1	3	3	1	0
CC1CCN(C(=O)CSc2nc(N)cc(N)n2)CC1	5	0	-2	-2.4	8	2	-1	1	3
COC(=O)c1cc(OC)c(OC)cc1NC(=O)C1CCC(=O)N1S(=O)(=O)c1ccc(C)cc1 (stereo unspecified)	3	1	3	3.1	6	-1	3	1	1
O=c1cc(-c2ccc(O)c(O)c2)oc2c1ccc1ccccc12	6	2	4	1.4	-4	nt	nt	nt	48*
O=C(CN(c1ccccc1Cl)S(=O)(=O)c1ccccc1)N/N=C/c1ccccc1C(=O)O	-3	-1	1	0.2	2	9	1	3	7
CC1Cc2ccccc2N1C(=O)COC(=O)CSc1ccc(F)cc1 (stereo unspecified)	-4	1	-3	1.8	-7	0	-2	-14	1
Cc1ccc(OCC(=O)O/N=C(\N)c2cccc([N+](=O)[O-])c2)cc1C	0	17	-3	-0.7	19	3	0	-7	-4
Cc1cccc(/C(N)=N/OC(=O)Cc2ccccc2)c1	14	-2	-4	-1.3	-3	4	-2	-2	0
Cc1nn(CCOc2ccccc2)c(=O)n1-c1ccccc1F	12	5	-5	2.3	10	-1	0	1	0
CCCNC(=O)COC(=O)c1ccc(S(=O)(=O)N2CCCCCC2)cc1	0	3	1	-1.8	-6	4	0	-5	0
Cc1ccc(NC(=S)NC(=O)c2ccc(F)cc2)cc1S(=O)(=O)Nc1cccc(Cl)c1	-13	3	-1	1.7	-2	10	-1	-3	-14
Cc1ccc(C(=O)N2CC(C)OC(C)C2)cc1[N+](=O)[O-] (stereo unspecified)	1	1	-9	-11	2	3	-7	10	-1
Cc1ccsc1/C=N\NC(=O)c1cc(C(C)(C)C)[nH]n1	-1	21	-6	3.8	-1	3	6	0	4
C=CCn1c(=N)c(C(=O)NCCCOC)cc2c(=O)n3cc(C)ccc3nc21	-13	0	-6	0.8	-7	6	2	7	5
NNc1nc(NCc2ccccc2)nc(N2CCOCC2)n1	2	25	9	1.9	1	0	4	-2	-3
O=C(c1ccccc1)C1Oc2ccccc2C2CC(c3cccs3)=NN12 (stereo unspecified)	4	14	0	1.3	-1	7	-3	-4	1
CC(C)c1ccc(N(C)C(=O)Cc2c(C(=O)O)n(C)c3ccccc23)cc1	-1	2	-1	2.3	3	6	0	-1	-6
Cc1nc2ccccn2c1-c1ccnc(=S)[nH]1	-31	8	-3	-1.2	-23	4	4	8	12

Source: PubChem BioAssay
